Source: PubChem (National Center for Advancing Translational Sciences (NCATS))
ALDH1A1 inh – inhibitors of human aldehyde dehydrogenase 1A1 | Purified ALDH1A1, NADH fluorescence, propionaldehyde substrate | Potency, µM (highest dose often 75.3 µM), without a hit: top-dose activity, negative = inhibition, usual class: inhibitors | 220,000 compounds, 7.3% hits; active means well fitted inhibition curve with a large enough effect, not every such curve was filed as active; inconclusive means small, poorly fitted or top-dose-only effect, or another doubt; inactive means no such curve, though single readings can be large or run the other way;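 further: plate controls were no enzyme wells and a reference inhibitor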
Target sequence (P00352 whole entry, looked up): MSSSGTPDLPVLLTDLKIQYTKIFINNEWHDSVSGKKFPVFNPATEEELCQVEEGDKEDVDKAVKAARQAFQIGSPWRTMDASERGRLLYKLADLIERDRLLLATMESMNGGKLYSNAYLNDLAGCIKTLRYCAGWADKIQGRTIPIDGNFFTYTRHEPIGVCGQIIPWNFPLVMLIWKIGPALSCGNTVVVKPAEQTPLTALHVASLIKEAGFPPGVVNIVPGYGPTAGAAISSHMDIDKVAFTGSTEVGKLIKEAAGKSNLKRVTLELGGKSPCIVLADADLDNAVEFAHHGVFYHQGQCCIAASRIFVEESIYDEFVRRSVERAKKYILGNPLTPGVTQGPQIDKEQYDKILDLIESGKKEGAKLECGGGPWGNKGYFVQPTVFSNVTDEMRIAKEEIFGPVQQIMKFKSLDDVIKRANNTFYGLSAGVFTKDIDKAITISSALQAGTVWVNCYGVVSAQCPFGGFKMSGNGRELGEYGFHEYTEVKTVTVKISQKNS
RGS12 GoLoco inh – RGS12 GoLoco-Gai1 interaction inhibition; P63096; Gai1:RGS12 GoLoco peptide FP, rhodamine, 10 min; Potency, µM (titrated, usually from 61.6 µM), without a hit: top-dose activity, negative = inhibition, hits mostly inhibitors; 230,000 compounds, 0.44% hits; AID 880; active means well fitted inhibition curve with a large enough effect, not every such curve was filed as active; inactive means no such curve, though single readings can be large or run the other way; further: on the % scale 0 is the no-effect control and ±100 the full control effect; nearly all actives have a fitted effect of over 30% in size; many of its hits are not listed in these tables
Target sequence (P63096 whole entry, looked up): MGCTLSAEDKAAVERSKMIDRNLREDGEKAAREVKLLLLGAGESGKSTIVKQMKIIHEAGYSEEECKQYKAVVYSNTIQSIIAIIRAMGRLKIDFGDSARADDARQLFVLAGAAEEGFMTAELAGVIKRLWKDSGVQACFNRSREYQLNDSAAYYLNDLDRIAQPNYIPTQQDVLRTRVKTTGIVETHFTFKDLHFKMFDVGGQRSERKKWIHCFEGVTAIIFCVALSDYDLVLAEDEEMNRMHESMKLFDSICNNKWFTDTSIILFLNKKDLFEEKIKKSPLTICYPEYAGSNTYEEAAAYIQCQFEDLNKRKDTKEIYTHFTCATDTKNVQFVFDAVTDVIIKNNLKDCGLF
TRb SRC2 PPI – disrupts binding of human TR beta to SRC2; P10828; TRbeta-SRC2 peptide binding, fluorescence polarization; receptor liganded with 1 µM T3; Potency, µM (titrated, usually from 106 µM), for the others: at the top dose activity change, negative = inhibition, most hits filed as inhibitors; 280,000 compounds, 0.065% hits; AID 1469;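 further: plate controls were bound peptide for no effect and peptide without receptor for full effect; nearly all actives have a fitted effect of over 50% in size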
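Binding of a 20-amino-acid Texas Red SRC2 peptide (20 nM) to TRb ligand-binding domain (0.6 uM) with agonist T3 at 1 uM was followed by fluorescence polarization after a 5 hr room-temperature incubation.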
JMJD2E inh – inhibitors of human JMJD2E histone demethylase. B2RXH2. Potency, µM (highest dose often 57.1 µM), for the others: at the highest dose activity change, negative = inhibition, usual class: inhibitors. 230,000 compounds, 1.6% hits. JMJD2E catalytic domain, FDH-coupled NADH fluorescence (FDH is formaldehyde dehydrogenase); active means well fitted inhibition curve with a large enough effect, not every such curve was filed as active; inconclusive means small, poorly fitted or top-dose-only effect, or another doubt; inactive means no such curve, though single readings can be large or run the other way;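 further: 0% = wells with enzyme and -100% = buffer wells without enzyme; nearly all actives have a fitted effect of over 50% in size; many of its hits are not listed in these tables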
RECQ1 inh – inhibitors of human RECQ1 DNA helicase; P46063; RECQ1 DNA unwinding, red fluorescence kinetic read; Potency, µM (top dose mostly 57.3 µM), for inactives: at the top dose activity, negative = inhibition, hits mostly inhibitors; 240,000 compounds, 0.54% hits; AID 2549;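 further: plate controls were vehicle for no effect and no enzyme for full effect; nearly all actives have a fitted effect of over 30% in size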
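50 nM RECQ1T1 preincubated 15 min with compound in Tris pH 8.0 buffer with MgCl2, DTT, Tween-20 and 2.5 ug/ml poly(dI-dC); started with 200 nM TAMRA/BHQ-2 forked duplex and 2 mM ATP. Unwinding read as fluorescence (525/598 nm), two reads 2 h apart.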
LMNA splice mod – modulators of lamin A splicing; AID 1487; Potency, µM (titrated, usually from 46.1 µM), for the others: at the top dose ratio change, negative = inhibition, most hits filed as inhibitors; HeLa LMNA splicing GFP/RFP minigene ratio, 48 h; 200,000 compounds, 0.01% hits; active means well fitted inhibition curve with a large enough effect in the signal ratio, with a control signal flat, not every such curve was filed as active; inconclusive means small, poorly fitted or top-dose-only effect, or effect the other way, or a change in a side signal; the % refers to the signal ratio; further: on the % scale 0 is the no-effect control and ±100 the full control effect
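S3 HeLa cells stably expressing lamin A-EGFP splicing minigene plus DsRed2, 600 cells/well, 48 h compound exposure at 37C. Laser-scanning cytometry; analysed as GFP (500-530 nm)/RFP (575-640 nm) total intensity ratio; 0.5% DMSO vehicle.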
TR SRC2 fluor cs – alters Texas Red total fluorescence, flagging assay interference. TRb/SRC2 Texas Red total fluorescence interference. 280,000 compounds, 0.29% hits. Potency, µM (top dose mostly 106 µM), for the others: top-dose fluorescence change, negative = quenching; active means well fitted curve in either direction with a large enough effect; inconclusive means small, poorly fitted or top-dose-only effect; further: on the % scale 0 is the no-effect control and ±100 the full control effect
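Human TRb ligand-binding domain at 0.6 uM with 20 nM Texas Red SRC2 peptide in Tris buffer containing 1 uM T3 and 5% DMSO, incubated with compound 5 h at ambient temperature. Total fluorescence (555/632 nm) calculated as parallel + 2 × perpendicular.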
SMN2 splice enh – SMN2 splice variant enhancement; HEK293 SMN2-luciferase splicing reporter, luminescence, 30-36 h; Potency, µM (top dose mostly 46.1 µM), for the others: at the highest dose activity change, positive = activation, most hits filed as activators; 210,000 compounds, 2.8% hits; AID 1458; further: % of control where 0% means no effect; nearly all actives have a fitted effect of over 55% in size
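HEK293 cells carry an SMN2 […]–luciferase reporter in which exon 7 inclusion puts luciferase in frame. Cells were plated 10-12 h before compound addition, then incubated 30-36 h at 37C. ONE-Glo luminescence was read; sodium butyrate at 4.5 mM final served as control.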
Numbers without * were called inactive; i = inactive; ? = inconclusive; . = no result given; [ ] = dose if it differs, or a comment. Unless noted, the call rests on the fitted dose curve; in most records, active means well fitted curve in the direction sought with a large enough effect; inconclusive means small, poorly fitted or top-dose-only effect, or another doubt; inactive means no such curve, though single readings can be large; an effect the other way counts as inactive or inconclusive. Potency means the concentration at half of the fitted maximal effect. The list is partial; rates above refer to the full screens.

SMILES	ALDH1A1 inh	RGS12 GoLoco inh	TRb SRC2 PPI	JMJD2E inh	RECQ1 inh	LMNA splice mod	TR SRC2 fluor cs	SMN2 splice enh
COc1ccc(S(=O)(=O)n2oc(=O)cc2-c2ccccc2)cc1OC	?	122%[activator]	-21%	?	27%	-9%	4%	36%
NC(=O)C1(c2ccccc2)CCCN1C(=O)c1ccc(Br)cc1 (stereo not given)	11%	-1%	-4%	9%	-1%	.	0%	.
Cc1ccc(/C=C2\CCC(C3CCCC3)C2=O)cc1 (stereo not given)	-12%	19%	-5%	2%	4%	-6%	-5%	22µM*
O=C(NCc1ccco1)c1cc2n(n1)C(C(F)(F)F)CC(c1ccc(F)cc1)N2 (stereo not given)	-2%	5%	-20%	1%	-2%	-14%	-1%	-13%
COc1ccc(-n2c(Cc3cc(=O)[nH]c(=O)[nH]3)nnc2SCC(=O)NC2CCCC2)cc1	11%	0%	5%	2%	-9%	2%	-1%	-7%
COc1ccc(OC)c(C2CC(c3ccc(NS(C)(=O)=O)cc3)=NN2C(=O)c2ccccc2)c1 (stereo not given)	2%	5%	-2%	-28%	-2%	-3%[9.22 µM]	0%	-14%
O=C(Nc1ccccc1C(=O)NCc1ccc(Cl)cc1)c1ccco1	?	0%	0%	?	-14%	16%	-6%	12%
COc1ccc(OC)c(NC(=O)C(=O)NNC(=O)COc2ccc(Br)cc2C)c1	-11%	5%	0%	?	-7%	-6%[46 µM]	-6%	.
Cn1c(=O)[nH]c(=O)c2c1nc(Br)n2CCCCSc1nc2ccccc2o1	-8%	19%	-3%	5%	i	?	5%	-13%
CNC(=O)c1ncnnc1N(C)C(=O)NCc1ccccc1	16%	0%	-6%	7%	i	-1%	1%	-2%
O/N=C(\COc1ccccc1O)c1ccccc1	5%	0%	-5%	2%	i	19%	-1%	-9%
C=CCn1c(O)c(N=NC(=O)CNC(=O)/C=C/c2ccco2)c2ccccc21	10µM*	1%	-8%	-4%	?	-2%	-11%	-17%
CCc1ccccc1NC(=O)Nc1ccc2c(c1)OCO2	-2%	3%	-3%	-3%	2%	.	0%	0%
COc1ccc(-c2c([C@H]3[C@H]4C=CC[C@@H](C)[C@@H]4C(=O)N3Cc3ccccc3)ccc3ccccc23)cc1	.	-5%	0%	?	-9%	.	-2%	.
O=C(Nc1cccc(Cl)c1)c1cc(N=Nc2ccc([N+](=O)[O-])cc2Cl)ccc1O	?	17%	2%	-16%	-5%	?	-5%	.
CCCC(C)NC(=O)COC(=O)c1ccc(Cl)c(S(N)(=O)=O)c1 (stereo not given)	3%	-17%	-1%	4%	-14%	4%	1%	19%
Cc1cc(C)n2nc(SCC(=O)c3cc(C)n(CC4CCCO4)c3C)nc2n1 (stereo not given)	?	8%	-3%	-10%	-10%	.	3%	-39%[inhibitor]
CCCn1c(-c2ccc(F)cc2)nc2c(NCCN3CCCCC3)nc(C)nc21	?	13%	2%	?	-7%	.	2%	-5%
C/C(Cc1ccccc1)=N\NC(=O)CNC(=O)Cc1ccc(Cl)cc1	.	23%	-4%	3%	-3%	.	-2%	.
CCc1cc2ccc(OC)cc2nc1SCC(=O)NNC(=O)c1ccco1	6.3µM*	34%[activator]	1%	-12%	i	-15%[46 µM]	1%	.

Profiles from above. Order of values: ALDH1A1 inh, RGS12 GoLoco inh, TRb SRC2 PPI, JMJD2E inh, RECQ1 inh, LMNA splice mod, TR SRC2 fluor cs, SMN2 splice enh
Profile of C/C(Cc1ccccc1)=N\NC(=O)CNC(=O)Cc1ccc(Cl)cc1 : ., 23%, -4%, 3%, -3%, ., -2%, .
Profile of CCc1cc2ccc(OC)cc2nc1SCC(=O)NNC(=O)c1ccco1 : 6.3µM*, 34%[activator], 1%, -12%, i, -15%[46 µM], 1%, .

(list continues)
SMILES	ALDH1A1 inh	RGS12 GoLoco inh	TRb SRC2 PPI	JMJD2E inh	RECQ1 inh	LMNA splice mod	TR SRC2 fluor cs	SMN2 splice enh
O=C(NNc1cc(Cl)ccc1Cl)c1c(F)cccc1Cl	6%	0%	13%	-2%	-2%	.	-1%	.
COc1ccc(N2CCN(CC(=O)N3N=CCC3c3ccccc3)CC2)cc1 (stereo not given)	8%	0%	2%	-3%	i	?	4%	4%
O=C(O)CC/C=C\C[C@@H]1CO[C@H](c2ccccc2Cl)O[C@@H]1c1ccccc1O	0%	-1%	1%	1%	10%	.	-3%	.
Cc1onc(-c2c(F)cccc2Cl)c1C(=O)NNC(=O)C1CCN(Cc2cccc(F)c2)CC1	2%	7%	-3%	-5%	i	.	-8%	-10%
CCC(C)OC(=O)C1=C(C)NC(=O)CC1c1ccccc1OC (stereo not given)	-2%	-11%	-23%	6%	-1%	?	-1%	-10%
O=S(=O)(/N=C(/c1ccccc1Cl)N1CCOCC1)c1ccccc1	11%	-8%	1%	-5%	-7%	-9%	-4%	5%
CS(=O)(=O)N1N=C(c2cccs2)CC1c1ccccc1 (stereo not given)	.	196%[activator]	2%	0%	-3%	.	-2%	.
CC(C)C(NC(=O)c1ccco1)C(=O)NCC(c1ccco1)N1CCCCC1 (stereo not given)	-9%	19%	6%	1%	4%	-1%	-2%	-7%
Cc1nnc(N/N=C/C(C)c2ccccc2)[nH]c1=O (stereo not given)	.	0%	1%	-3%	12%	.	0%	.
COc1ccc(C2=Nc3ccccc3OC2)cc1	22µM*	10%	1%	?	i	?	-2%	?
Cn1c2ccccc2c(=O)c2c(=O)n(Cc3ccco3)c(COc3ccccc3)nc21	1%	57%[activator]	2%	5%	-4%	-7%	0%	35µM*
COC(=O)C1=C(C)NC(=O)NC1c1ccc(-c2ccc(Cl)cc2)o1 (stereo not given)	11µM*	45%[activator]	-6%	0%	-8%	5%[46 µM]	-1%	.
COC(=O)c1[nH]c2cc(OC)ccc2c1NC(=O)CN1CCN(c2cccc(C)c2)C(C)C1 (stereo not given)	?	-2%	-5%	?	-2%	?	-4%	-10%
Cn1c(=O)[nH]c(=O)c2c1nc(N1CCCCCC1)n2CCOc1ccccc1	-4%	0%	-4%	4%	i	-1%[46 µM]	-1%	.
O=C1CCC(C(=O)Nc2cccc3ccccc23)N1 (stereo not given)	4%	7%	-9%	5%	3%	-2%	1%	7.9µM*
N/C(COc1ccc(F)cc1)=N\NC(=O)c1cccnc1Oc1ccccc1	1%	2%	-10%	3%	0%	-3%	3%	-3%
Cc1ccc(C(=O)N2CC3(C(C)C)CN(C(=O)c4ccc(C)cc4)CC(C(C)C)(C2)C3=O)cc1	5%	-8%	8%	-8%	-3%	?	0%	-1%
O=C1CCCC(O)=C1N=Nc1c(Cl)cc(Cl)cc1Cl	0%	-14%	28µM*	-10%	25µM*	-13%	45µM*[fluorescent]	1%
CCCCNS(=O)(=O)c1ccc(NC(=O)c2c(-c3ccccc3Cl)noc2C)cc1	18%	-8%	-1%	-5%	-11%	-12%	-2%	21%
CCN(CC)c1ccc(NC(=O)CCCCCN2C(=O)c3ccccc3C2=O)cc1	?	22µM*	0%	3%	-5%	-1%	-4%	-26%
Cn1c(SCC(=O)N2CCCc3ccccc32)nnc1-c1c[nH]c2ccccc12	?	7%	0%	4%	-13%	-4%	1%	-5%
CCCCNCc1cc(Cl)c(OCCC)c(OCC)c1	0%	0%	-1%	1%	i	-8%	2%	-4%
CCOC(=O)c1c(-c2ccccc2Cl)cn2ccccc12	?	5%	3%	?	-27%	-8%	-1%	-2%
CCCCc1c(O)n(-c2ccccc2)[nH]c1=O	0%	3%	-2%	.	i	.	-19%	.
O=C(COC(=O)c1ccc(S(=O)(=O)N2CCCC2)cc1)NCc1ccc(F)cc1	5%	3%	3%	6%	-4%	14%[0.0737 µM]	1%	18%
O=C(O)C1=C[C@@H](c2ccc(Br)cc2)C[C@@H](OCc2ccc(CO)cc2)O1	-1%	-1%	-10%	1%	-2%	.	0%	.
CN(Cc1cccc2ccccc12)C(=O)c1cc(COc2c(F)cccc2F)on1	-2%	3%	-4%	-9%	-27%	.	-2%	.
O=C(CCn1cccc1)Nc1ccc(F)cc1	14%	5%	1%	3%	0%	5%	-1%	13%
O=C(Nc1cccc(F)c1)NC1(C(=O)N2CCOCC2)CCCCC1	16%	0%	3%	-1%	-5%	-8%[9.22 µM]	-2%	12%
Cc1cc([N+](=O)[O-])nn1CC(=O)N1N=C(C(F)F)CC1(O)C(F)F (stereo not given)	8%	-3%	0%	6%	-18%	2%	-1%	7%
CC(C)C(=O)NCCSc1c[nH]c2ccccc12	-3%	9%	-14%	-8%	-4%	-12%	-3%	21%
CCOC(=O)CC(=O)Nc1nc2ccccc2s1	3%	3%	-8%	1%	-1%	0%	-2%	3%
CC(CCCC(C)(C)O)NCc1cn[nH]c1-c1ccc2c(c1)OCO2 (stereo not given)	0%	0%	2%	-1%	i	.	-5%	.
Cc1ccc2occ(C3NC(C(=O)O)CS3)c(=O)c2c1 (stereo not given)	?	4%	-4%	?	i	-28%	3%	?
Cc1cccc(Cl)c1NC(=S)N1CCN(c2ccc([N+](=O)[O-])cn2)CC1	.	4%	2%	0%	i	.	-1%	.
CCCCC1C(=O)CC[C@H]2[C@@H]1CC(=O)[C@@H]2C/C=C\CCCC(=O)O (stereo not given in full)	-5%	9%	-9%	-3%	-10%	-13%	3%	-6%
O=C(CSc1nc2ncc(Br)cc2[nH]1)Nc1ccc2c(c1)OCO2	25µM*	.	1%	7%	-6%	-5%	-2%	.
O=C(c1ccc(Cl)cc1)c1ccc(OCC(O)CN2CCOCC2)cc1 (stereo not given)	-1%	-4%	-14%	1%	-3%	?	-2%	-1%
COC(=O)c1cccnc1-n1c(=O)c2cccnc2n(Cc2ccc(Cl)cc2)c1=O	9%	8%	-7%	-7%	-4%	10%	-2%	-12%
COc1ccc(NC(=O)c2ccccc2-c2ccccc2)c(C)c1	1%	-4%	4%	-7%	i	-10%[46 µM]	-2%	5%
